# FXN GAA850 act: increases GAA850 frataxin promoter reporter activity | activation, % at 6 µM | AID 540364 | HEK293 lucGAA850 FXN promoter luciferase reporter, 24 h; percent of 10 µM SAHA response | 360,000 compounds, 0.56% hits;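 active = activation above the average of all compounds screened plus 3 SD, cutoff fixed separately per campaign, cut at about 7.5% in these data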;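 note: 0% = DMSO wells and 100% = 10 µM SAHA wells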
# ARFGAP1 inhibitor: inhibitors of rat ARFGAP1; Q62848; Arfgap1-stimulated ARF1 GTP hydrolysis, GDP FP detection; inhibition, % at 16.5 µM; 360,000 compounds, 0.26% hits;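 active = inhibition above a per-plate limit, mean inhibition of low control wells plus 3 SD, cut at about 25% in these data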;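 note: 0% = DMSO wells with enzyme and 100% = wells lacking Arfgap1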
#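 Assay system: Rat Arfgap1 GAP domain (His6, aa 1-136), purified enzyme | Buffer or medium: HEPES 25 mM pH 7.5, NaCl 150 mM, MgCl2, DTT | Schedule: GTP hydrolysis reaction 2 h at 25 °C | Signal: FP of antibody-bound GDP Alexa 633 tracer, ex 620/em 688 nm | Measure: Percent inhibition of Arfgap1-stimulated GTP hydrolysis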
# NPR1 activator: GC-A (human) enzyme activation; 370,000 compounds, 0.14% hits; HEK293 GC-A cells, cGMP TR-FRET, EC30 ANP; 0% at EC30 ANP, 100% saturating ANP; P16066; activation, % at 10 µM; in the data active = activation above about 40%
# ASAP1 GAP inh: ASAP1 ArfGAP inhibition. ASAP1-stimulated ARF1 GTP hydrolysis, GDP FP detection. inhibition, % at 16.5 µM. 360,000 compounds, 0.19% hits. AID 624377; in the data active = inhibition above about 25%;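 note: 0% = vehicle with enzyme and substrate and 100% = no enzyme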
# Target sequence (Q9ULH1 325-724 limits assumed): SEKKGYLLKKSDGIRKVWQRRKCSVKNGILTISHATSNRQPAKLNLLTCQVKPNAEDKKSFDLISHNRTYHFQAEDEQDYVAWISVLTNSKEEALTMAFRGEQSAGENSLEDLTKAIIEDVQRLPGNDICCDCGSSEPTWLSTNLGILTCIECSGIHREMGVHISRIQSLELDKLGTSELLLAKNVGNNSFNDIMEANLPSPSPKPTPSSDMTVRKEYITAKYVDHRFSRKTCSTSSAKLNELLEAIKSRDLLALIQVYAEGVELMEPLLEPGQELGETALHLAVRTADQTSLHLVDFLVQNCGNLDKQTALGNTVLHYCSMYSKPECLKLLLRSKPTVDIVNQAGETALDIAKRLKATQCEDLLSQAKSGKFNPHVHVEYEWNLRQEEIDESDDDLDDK
# ADAM10 inh: inhibitors of human ADAM10 | O14672 | recombinant ADAM10, EDANS/DABCYL FRET peptide cleavage, 3 h | inhibition, % at 7 µM | 370,000 compounds, 0.62% hits;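 active = inhibition above a per-campaign cutoff equal to the mean of compounds falling between control-based bounds plus 3 SD, cut at about 20% in these data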;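 note: 0% = DMSO wells while the 100% control is not disclosed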
# NPR2 activator: GC-B (human) receptor activation; P20594; HEK293-GC-B cells, CNP EC30, cGMP TR-FRET; 0% at EC30 CNP, 100% saturating CNP; activation, % at 10 µM; 370,000 compounds, 0.11% hits; AID 1920062;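 active = activation at 10 µM reaching about 35% in either raw or pattern-adjusted values, limit read from the data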
# rCAG binder: molecules binding r(CAG) RNA repeats; r(CAG) RNA repeat, TO-PRO-1 dye displacement fluorescence; inhibition, % at 3 µM; 370,000 compounds, 1.3% hits;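 active = inhibition above the plate cutoff, the mean of all test compounds on that plate plus 3 SD, cut at about 35% in these data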;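 note: 0% = DMSO alone and 100% = 100 µM mitoxantrone as full dye displacement; higher means more dye released from RNA so lower well fluorescence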
# KLK7 zymogen act: proKLK7 (human) activation, primary screen. activation, % at 7 µM. purified proKLK7, EDANS-DABCYL substrate fluorescence; 100% is mature enzyme control, 0% vehicle. P49862. 370,000 compounds, 0.9% hits;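 active = activation above the mean of all tested compounds plus 3 SD, computed per campaign excluding outliers beyond control limits, cut at about 13% in these data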
# sPLA2-III inh: Blocks human group III sPLA2 activity; inhibition, % at 12.2 µM; QFRET BODIPY PC-A2 liposome hydrolysis, fluorescence; 370,000 compounds, 0.56% hits;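 active = inhibition above mean plus 3 SD of compounds lying within the high and low control bounds, cut at about 19% in these data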;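 note: 0% = median of test compound wells and 100% = no enzyme DMSO wells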
# Tn6 DDE FP: inhibitors of Tn6 peptide binding to human fibrin DD(E); P02675; Fibrin DD(E) TRITC-Tn6 fluorescence polarization displacement; inhibition, % at 8.3 µM; 370,000 compounds, 0.21% hits; AID 720509;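 active = inhibition above a per-campaign cutoff: mean of compounds within control limits plus 3 SD, cut at about 15% in these data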;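 note: 0% = median of all compound wells on the plate and 100% = blocking peptide control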
# Target sequence (P02675 whole entry, looked up): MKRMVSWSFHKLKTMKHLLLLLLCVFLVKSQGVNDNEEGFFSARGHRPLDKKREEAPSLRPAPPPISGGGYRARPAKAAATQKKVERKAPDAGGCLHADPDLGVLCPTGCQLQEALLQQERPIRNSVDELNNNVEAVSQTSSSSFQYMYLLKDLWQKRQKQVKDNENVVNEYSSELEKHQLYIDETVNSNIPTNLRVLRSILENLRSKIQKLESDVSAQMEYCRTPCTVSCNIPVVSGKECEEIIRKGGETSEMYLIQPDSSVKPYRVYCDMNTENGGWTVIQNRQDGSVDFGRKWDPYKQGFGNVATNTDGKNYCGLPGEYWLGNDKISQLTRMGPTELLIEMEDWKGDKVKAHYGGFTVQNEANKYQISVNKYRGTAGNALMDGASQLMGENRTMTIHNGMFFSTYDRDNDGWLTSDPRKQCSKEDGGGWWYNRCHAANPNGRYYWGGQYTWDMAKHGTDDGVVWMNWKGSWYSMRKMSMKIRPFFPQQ
# * = called active by the depositor; i = inactive; / = no result given.
SMILES,FXN GAA850 act,ARFGAP1 inhibitor,NPR1 activator,ASAP1 GAP inh,ADAM10 inh,NPR2 activator,rCAG binder,KLK7 zymogen act,sPLA2-III inh,Tn6 DDE FP
COc1ccc(-n2c(=O)c(CCC(=O)N(C)Cc3ccccc3C)nc3ccccc32)cc1,-1.0,-6,-6,8,0,4,-4,-0.2,-6,7
O=C(CSc1nc2ccccc2c(=O)[nH]1)NCc1ccc(Cl)cc1,-1.1,6,0,10,-5,-4,4,0.5,-16,5
COc1ccc(Oc2coc3cc(OC(=O)/C=C/c4ccccc4)ccc3c2=O)cc1,-1.6,9,1,1,-26,4,-2,0.7,6,-4
CC(=O)Nc1ccc(S(=O)(=O)c2c(N)n(CCN3CCOCC3)c3nc4ccccc4nc23)cc1,1.2,7,-2,3,i,-2,0,6.4,-12,0
CNC(=O)CNC(=O)Nc1ccc(C)cc1,2.2,1,2,4,-2,0,3,-0.3,1,1
C[C@@H]1ON(C)[C@H]2C[C@H]3c4[nH]c5c(-c6cccc(F)c6)cccc5c4CCN3C(=O)[C@@H]12,/,9,-2,6,-175,3,1,-5.5,-15,4
O=C(CCNS(=O)(=O)c1ccc(Br)s1)N1CCN(c2ccccc2)CC1,1.6,-6,-4,-7,4,0,-3,0.2,-7,2
O=C(N/N=C/c1ccc(O)c(O)c1)C1CC1,-1.2,0,-4,-1,-14,0,2,-5.2,2,3
CSc1ccccc1NC(=O)COC(=O)CSc1ccc(C)cc1,0.3,13,1,4,2,5,-3,0.2,-19,10
CC1CCCC(C)N1C(=O)Cn1c(SCC(=O)NCc2ccc3c(c2)OCO3)nc2ccccc21 (stereo not given),0.6,-9,-3,-2,5,2,-2,-0.1,-10,9
O=C(CN(Cc1ccc2c(c1)OCO2)C(=O)CNS(=O)(=O)c1ccccc1)NCc1ccco1,-1.3,3,2,8,3,-2,-5,0.1,-4,-5
CCS(=O)(=O)c1ccc2oc(SCC(=O)N3c4ccccc4CC3C)nc2c1 (stereo not given),-0.7,6,-2,5,-3,2,-3,-0.3,1,5
O=C(Cn1cc(S(=O)(=O)Cc2cccc([N+](=O)[O-])c2)c2ccccc21)N1CCOCC1,-1.6,1,1,0,-13,-3,-2,0.0,5,5
COC(=O)c1ccc2[nH]c3cccc(/C(=C/c4ccccc4)c4ccccc4)c3c2c1,-1.8,20,-4,18,-20,-2,20,-1.5,7,-1
CCOC(=O)[C@@]12CCCC3=C1N(CCC3)C(=O)[C@H]2CC(=O)NCc1ccccc1,/,/,0,/,-2,-3,-2,0.3,2,4
COC(=O)CCC(=O)Nc1cccc(Cl)c1,0.6,-14,4,-1,10,10,0,0.2,7,-2
CCOC(=O)CCP(=O)(O)C(O)c1ccc(OC)cc1 (stereo not given),1.6,4,-1,6,-14,0,7,-0.5,14,1
CCSc1nnc(NC(=O)c2c(-c3ccccc3Cl)noc2C)s1,-1.8,-4,-8,-5,3,4,2,-0.4,-9,9
CNc1ccccc1/C(O)=C(\C#N)C(=O)NCc1cccc2ccccc12,/,/,2,/,-17,-3,12,-0.5,6,-1
CCN(CC(=O)Nc1ccc(NC(C)=O)cc1)C(=O)c1cc2ccccc2oc1=O,2.0,-11,-2,-8,-18,-8,-2,-0.3,-1,-2
Cc1nn(C)c(C(=O)NNC(=S)NCc2ccccc2)c1Cl,2.4,1,-3,4,10,3,15,0.2,7,4
Cc1nc(C(=O)N(C)C)nn1-c1cc(Cl)ccc1Cl,-1.4,-1,4,0,-4,5,2,-0.3,-3,0
CC1(C)SCC(C(=O)O)N1C=O (stereo not given),1.0,1,-2,-8,2,-3,0,0.4,1,-5
Cc1nc(N2CCCCC2)[nH]c(=O)c1CN(C)N=O,2.7,0,-5,15,-6,3,4,0.0,12,4
CCN(C(=O)CSc1nnc(Nc2cccc(C)c2C)s1)C1CCS(=O)(=O)C1 (stereo not given),1.4,-8,3,-21,1,-1,-3,-0.5,-2,-3
COc1ccc(-c2noc(CCC(=O)Nc3cccnc3)n2)cc1,-3.5,11,-3,7,0,-3,-1,0.9,1,7
COC(=O)CCc1nc2ccccc2nc1OC,2.7,-9,-3,8,-115,3,-5,1.5,2,-1
CCN1C(=O)N(C)C2(c3ccccc3)N(C)C(=O)N(C)C12c1ccccc1 (stereo not given),-0.5,-3,-1,1,2,-4,-8,-0.5,0,-6
CC(C)CC(=O)Nc1c2c(nn1-c1cccc(Cl)c1)CS(=O)C2 (stereo not given),0.4,11,0,-6,1,6,-5,0.4,-1,-4
CCOC(=O)C1CCCN(C(=O)c2cc(-c3ccccc3)cs2)CC1 (stereo not given),1.2,7,3,7,-4,1,-1,0.0,-14,5
S=c1[nH]ncn1/N=C/c1cccc(Oc2ccccc2)c1,-0.7,-10,4,3,4,-7,8,0.2,3,0
CC(Sc1nncn1C)C(=O)Nc1ccc2ccccc2c1 (stereo not given),0.4,-3,0,2,-2,1,-5,-0.5,-1,-5
COc1ccc(NC(=O)CSc2[nH]c(=O)cc(C)c2C#N)cc1OC,2.1,7,2,5,-10,0,7,0.1,0,3
O=C(Nc1csc([N+](=O)[O-])c1)Nc1ccccc1Cl,1.4,8,7,-1,4,0,10,0.4,-4,-5
Cc1ccc(Cn2c(=O)c3ccccc3n3c(SCC(=O)N4CCCCC4C)nnc23)cc1 (stereo not given),1.4,-10,27,-7,4,29,1,0.1,-1,-3
CC(=O)c1cc(-c2ccccc2)n(CC(=O)N2CCN(C3CCCC3)CC2)c1C,-1.7,-13,-2,-1,-32,2,-15,1.9,-10,3
O=C(c1ccc2nccnc2c1)N1CCN(Cc2ccc3c(c2)OCO3)CC1,-1.4,16,1,11,-10,-2,-7,0.2,5,-5
CCOC(=O)CC(NC(=O)c1cccc2c1C(=O)N(Cc1cccnc1)C2)c1ccc(OCC)c(OC)c1 (stereo not given),-1.1,2,14,5,-8,9,-1,-0.7,-5,5
CCCn1c(SCc2ccc(Cl)cc2)nc2c1c(=O)[nH]c(=O)n2C,9.3*,-5,-15,-16,5,-14,2,0.7,-3,1
Cc1cc(OCC(=O)Nc2ccc3c(c2)OCCO3)cc(C)c1Cl,-1.0,-16,-1,6,12,1,-7,-0.3,-13,-3
Cc1ccc2nc(-c3ccncc3)cc(C(=O)NCc3ccccc3F)c2c1,2.7,-7,-2,6,-128,4,0,-2.2,-2,-6
Cc1cc(C(=O)OCC(=O)Nc2cccc(S(=O)(=O)N3CCOCC3)c2)c(C)o1,-1.4,1,4,-3,3,4,3,0.2,-16,1
CCOC(=O)c1ccc(CC(=O)c2ccc(O)c(O)c2O)o1,0.3,0,-3,0,5,-5,33,2.2,13,-5
Cn1c2ccc(F)cc2c2nnc(SCC(=O)Nc3cccc(O)c3)nc21,1.2,-3,13,9,1,12,10,-0.5,-6,-2
Cc1ccc(S(=O)(=O)N2CCCCC2)cc1NC(=O)c1ccc2ccccc2n1,-1.6,-2,-1,-5,-9,8,2,0.6,2,0

# Next section (4 carried over from the part before).
SMILES,FXN GAA850 act,ARFGAP1 inhibitor,NPR1 activator,ASAP1 GAP inh,ADAM10 inh,NPR2 activator,rCAG binder,KLK7 zymogen act,sPLA2-III inh,Tn6 DDE FP
Cc1cc(C(=O)OCC(=O)Nc2cccc(S(=O)(=O)N3CCOCC3)c2)c(C)o1,-1.4,1,4,-3,3,4,3,0.2,-16,1
CCOC(=O)c1ccc(CC(=O)c2ccc(O)c(O)c2O)o1,0.3,0,-3,0,5,-5,33,2.2,13,-5
Cn1c2ccc(F)cc2c2nnc(SCC(=O)Nc3cccc(O)c3)nc21,1.2,-3,13,9,1,12,10,-0.5,-6,-2
Cc1ccc(S(=O)(=O)N2CCCCC2)cc1NC(=O)c1ccc2ccccc2n1,-1.6,-2,-1,-5,-9,8,2,0.6,2,0
Cc1cc2ccccc2cc1CN1CCOCC1,3.6,0,-3,-6,-2,5,-4,0.5,0,2
O=C(Oc1c(-c2ccccc2)c(=O)n2c3c(cccc13)CC2)c1ccccc1,-1.2,-11,0,-2,-5,1,3,-0.3,-7,1
O=C(Nc1cccc(Cl)c1)C1CCCN(C2=NS(=O)(=O)c3ccccc32)C1 (stereo not given),0.3,8,-1,14,0,-4,6,0.6,-3,5
Cc1cc2c(NS(=O)(=O)c3ccc(F)cc3)cccc2nn1,-0.6,4,-2,1,5,2,6,0.7,4,2
O=C(Nc1cccc(S(=O)(=O)Nc2ccc(Cl)cc2)c1)c1cc2c(s1)CCCC2,-1.7,16,-2,17,27*,-1,43*,-0.4,-46,-2
Cc1cccc(OCCCC(=O)N2CCCCCC2)c1C,1.2,7,-7,3,-3,-2,-8,0.3,-7,4
CN(C)c1cc[n+](CC(=O)c2cccs2)cc1,0.5,-2,4,-12,-3,6,-1,0.3,-5,0
CC1(C)NC(=O)N(CC(O)COc2ccccc2C(=O)N2CCCCC2)C1=O (stereo not given),-1.4,2,2,7,-2,1,-11,-0.3,9,4
COc1ccc(C(=O)NCCc2c[nH]c3ccccc23)cc1OC,-0.9,2,-1,6,-3,3,-1,0.6,-26,10
Nc1nnc(CSCc2ccc(Cl)cc2Cl)s1,1.1,-6,1,5,-2,-3,-2,0.1,-5,3
Cc1nc(-c2ccccn2)sc1C(=O)Nc1ccc(F)cc1,1.7,7,5,19,4,-4,-1,-0.3,0,0

# Entries above that have a nitro group on carbon:
SMILES,FXN GAA850 act,ARFGAP1 inhibitor,NPR1 activator,ASAP1 GAP inh,ADAM10 inh,NPR2 activator,rCAG binder,KLK7 zymogen act,sPLA2-III inh,Tn6 DDE FP
O=C(Cn1cc(S(=O)(=O)Cc2cccc([N+](=O)[O-])c2)c2ccccc21)N1CCOCC1,-1.6,1,1,0,-13,-3,-2,0.0,5,5
O=C(Nc1csc([N+](=O)[O-])c1)Nc1ccccc1Cl,1.4,8,7,-1,4,0,10,0.4,-4,-5

# Screening results from PubChem.

# Compounds as they come; 4.5% or so of the library scored in one or more.
